NadD inh: inhibitors of S. aureus NadD, primary screen, biochemical, colorimetric, uHTS | purified NadD enzyme, colorimetric absorbance read-out | inhibition, % at 20 µM | 360,000 compounds, 0.78% hits | AID 602399, 2012; in the data active = inhibition above about 26%; note: some compounds past the cut are filed as inactive
LMPTP inh: LMPTP phosphatase inhibitors, primary screen, biochemical, fluorescence intensity, uHTS; Low molecular weight phosphotyrosine protein phosphatase (Homo sapiens), P24666; recombinant LMPTP-A, OMFP fluorogenic substrate; inhibition, % at 20 µM; 360,000 compounds, 0.22% hits;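 active = compounds that cut the enzyme signal by at least half of the control window in the single-dose screen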;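 note: plate controls were DMSO wells with enzyme plus substrate for no effect and substrate without enzyme for full effect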
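Test system: LMPTP-A, protein tyrosine phosphatase of low molecular weight; Input: 0.625 nM enzyme; Incubation: 50 min dark incubation at room temperature; Signal: endpoint fluorescence intensity from OMFP dephosphorylation; Read-out basis: % inhibition versus control wells.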
Scp1 inh: Scp-1 phosphatase inhibitors, primary screen, biochemical, colorimetric, uHTS | Carboxy-terminal domain RNA polymerase II polypeptide A small phosphatase 1 (Homo … | Recombinant Scp1, phosphopeptide, malachite green phosphate absorbance | inhibition, % at 20 µM | 340,000 compounds, 0.88% hits | AID 493091, 2011;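 active = inhibition above about 50% at 20 µM, limit read from the data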;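 note: plate controls were DMSO wells with enzyme for no effect and wells lacking enzyme for full effect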
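Material – SCP-1 phosphatase catalytic domain, residues 76-261 · Buffer or medium – Acidic Tris acetate buffer with magnesium and detergent · Also added – Phospho 17-mer peptide substrate · Compound – single 20 µM dose, 1% DMSO · Times – 45 min room-temperature reaction, 5 min colour, 30 min stabiliser · Technique – Phosphate-binding colour reagent, absorbance read at 630 nm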
TbMetRS inhib: T. brucei MetRS inhibitors, primary screen, biochemical, luminescence; methionyl-tRNA synthetase (Trypanosoma brucei brucei); purified T. brucei MetRS, ATP depletion, Kinase-Glo luminescence; inhibition, % at 11.9 µM; 360,000 compounds, 0.4% hits;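 active = inhibition above a per-plate cutoff of the control wells' mean inhibition plus 3 SD, cut at about 5.5% in these data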;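 note: 0% = DMSO wells median and 100% = median of wells with control inhibitor compound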
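Dosing: 11.9 µM single point; system: parasite MetRS enzyme; technique: luminescence of leftover ATP; times: 15 min enzyme-compound preincubation, 2 h reaction, 10 min detection, 25 °C; replicates: each compound tested once; read-out basis: percent inhibition relative to median high and low control wells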
SUMO1-SIM PPI: modulators of SUMO1 protein-protein interactions, primary screen, biochemical, uHTS | Small ubiquitin-related modifier 1 (Homo sapiens), P63165 | SUMO1 binding to a labelled peptide, TR-FRET, 1 h | inhibition, % at 20 µM | 360,000 compounds, 0.33% hits; in the data active = inhibition above about 37%
PABP1 MLLE inh: inhibitors of PABP1 MLLE–PAM2 peptide binding, primary screen, biochemical, fluorescence polarization, FITC-PAM2, GST-MLLE | 360,000 compounds, 0.36% hits | AID 588489, 2011 | Polyadenylate-binding protein 1 (Homo sapiens), P11940 | inhibition, % at 20 µM; in the data active = inhibition above about 35%, passing the limit was not always enough;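 note: plate controls were DMSO wells with GST-MLLE for no effect and wells lacking GST-MLLE protein for full effect; some results filed as inactive read as strong as hits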
STEP block: STEP phosphatase inhibitors, primary screen, biochemical, fluorescence intensity, uHTS. recombinant STEP, OMFP fluorogenic substrate. inhibition, % at 20 µM. AID 588621, 2011. 360,000 compounds, 0.25% hits;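 active = inhibition at 20 µM, scaled per plate between control wells, above about 37%, limit read from the data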;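 note: 0% = DMSO with enzyme and substrate and 100% = substrate only without enzyme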
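Material: STEP (striatal-enriched tyrosine phosphatase) enzyme, cell-free; Compound dosing: 20 µM single dose in 1% DMSO; Technique: fluorescence read at 480 nm ex / 540 nm em; Times: reaction 20 min, ambient temperature; Medium: 50 mM Bis-Tris pH 6.0 with 2.5 mM DTT and 0.005% Tween 20; Also added: OMFP at 25 µM.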
CSN deneddyl inh: inhibitors of CSN-mediated cullin deneddylation, primary screen, biochemical, fluorescence polarization, uHTS | COP9 signalosome complex subunit 5 (Homo sapiens), Q92905 | Purified CSN, SCF-Nedd8-OG deneddylation | inhibition, % at 12.5 µM | 360,000 compounds, 0.38% hits;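 active = pattern-corrected inhibition above about 35%, with an unprinted fluorescence ratio check between 0.5 and 1.5, limit read from the data, passing the limit was not always enough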;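 note: 0% = enzyme with substrate and 100% = substrate without enzyme; some results filed as inactive read as strong as hits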
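Assay system: Purified human Csn5 enzyme expressed in HEK293T cells | Amount: Enzyme 0.24 nM | Measured by: Fluorescence polarization readout | Medium: Tris/NaCl/DTT buffer, pH 7.5 | Compound dosing: One concentration, 12.5 µM, 0.25% DMSO | Times: 90 min incubation of compound, enzyme and substrate at room temperature | Control set: no-enzyme wells high, enzyme-with-substrate wells low | Read-out: % inhibition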
Rpn11 block: Rpn11 (PSMD14) deubiquitinase inhibitors, primary screen, biochemical, fluorescence polarization, uHTS; 26S proteasome non-ATPase regulatory subunit 14 (Homo sapiens), O00487; human 26S proteasome, Ub4-pepOG fluorescence polarization; 20S core pre-blocked with epoxomicin; calls only at 20 µM; 360,000 compounds, 0.59% hits;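 active = inhibition at 20 µM, scaled to each plate's controls, above about 33%, limit read from the data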
DNMT1 inh: human DNMT1 methyltransferase inhibitors, primary screen, biochemical, molecular beacon, fluorescence, HinP1I cleavage, uHTS; 360,000 compounds, 0.83% hits; inhibition (reported as % activation of signal), % at 10 µM; DNA (cytosine-5)-methyltransferase 1 (Homo sapiens), P26358; in the data active = inhibition above about 50%
Target sequence (P26358 504-1616 limits assumed): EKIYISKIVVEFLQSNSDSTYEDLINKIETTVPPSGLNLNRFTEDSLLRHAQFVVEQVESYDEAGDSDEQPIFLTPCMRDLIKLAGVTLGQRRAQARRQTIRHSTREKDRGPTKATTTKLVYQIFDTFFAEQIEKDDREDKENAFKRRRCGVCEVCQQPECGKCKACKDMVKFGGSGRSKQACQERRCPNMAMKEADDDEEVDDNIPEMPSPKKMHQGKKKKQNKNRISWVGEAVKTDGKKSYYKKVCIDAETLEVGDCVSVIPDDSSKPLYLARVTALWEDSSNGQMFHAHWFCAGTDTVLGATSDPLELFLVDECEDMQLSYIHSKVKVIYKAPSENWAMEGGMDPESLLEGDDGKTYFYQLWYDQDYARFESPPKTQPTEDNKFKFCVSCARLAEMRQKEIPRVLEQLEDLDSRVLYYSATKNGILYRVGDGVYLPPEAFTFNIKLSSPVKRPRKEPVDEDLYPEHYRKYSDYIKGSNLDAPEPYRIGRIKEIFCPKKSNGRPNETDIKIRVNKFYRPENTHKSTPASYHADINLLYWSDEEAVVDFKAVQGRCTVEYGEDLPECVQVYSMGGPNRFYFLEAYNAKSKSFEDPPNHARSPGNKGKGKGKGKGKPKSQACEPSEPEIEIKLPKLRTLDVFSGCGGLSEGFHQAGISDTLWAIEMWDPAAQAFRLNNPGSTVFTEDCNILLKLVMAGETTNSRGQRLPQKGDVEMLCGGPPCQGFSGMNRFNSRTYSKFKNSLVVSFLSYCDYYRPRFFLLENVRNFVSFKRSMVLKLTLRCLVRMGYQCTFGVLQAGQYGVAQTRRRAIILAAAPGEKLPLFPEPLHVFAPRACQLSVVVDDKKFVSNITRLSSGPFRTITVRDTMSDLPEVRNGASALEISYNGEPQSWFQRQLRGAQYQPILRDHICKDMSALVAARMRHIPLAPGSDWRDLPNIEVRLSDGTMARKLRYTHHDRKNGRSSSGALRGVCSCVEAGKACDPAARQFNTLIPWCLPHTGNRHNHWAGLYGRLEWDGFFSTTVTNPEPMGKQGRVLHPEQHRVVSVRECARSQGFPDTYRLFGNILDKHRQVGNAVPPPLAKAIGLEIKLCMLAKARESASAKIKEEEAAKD
* marks the source's active call; other numbers are inactive results; i = inactive; / = not tested or not shown.

Screens in order – NadD inh, LMPTP inh, Scp1 inh, TbMetRS inhib, SUMO1-SIM PPI, PABP1 MLLE inh, STEP block, CSN deneddyl inh, Rpn11 block, DNMT1 inh
(1) COc1ccc(C(C(=O)NC2CCCC2)N(Cc2ccc(F)cc2)C(=O)c2ccn[nH]2)cc1OC (stereo not given)
    -0.4, -1.7, -2.7, -0.3, -0.9, 10.5, -2.2, 0.3, i, 1.0
(2) O=C(Nc1cccc2ccccc12)c1csc([C@@H]2O[C@H](CO)[C@H](O)[C@H](O)[C@H]2O)n1
    -4.8, -1.4, /, -0.3, -3.0, 5.8, 0.3, 3.4, i, 1.6
(3) COc1cccc(C(O)c2nc(-c3cccc(C(F)(F)F)c3)cs2)c1 (stereo not given)
    -12.9, 0.0, /, 0.0, 1.5, -1.4, -2.8, 2.7, i, 8.5
(4) O=C(c1nnc(Cc2ccc(Cl)cc2)o1)N1CCc2ccccc2C1
    3.2, -0.7, -2.8, -0.2, 1.0, 1.3, -1.1, 7.7, i, -5.7
(5) COc1ccc(-c2nc3ccc([N+](=O)[O-])cc3[nH]2)cc1
    5.4, 1.1, -2.7, -0.2, -12.2, 4.8, -1.3, -6.7, i, -4.1
(6) O=C(NCCCn1ccnc1)C(=O)c1c[nH]c2ccccc12
    -3.4, -1.2, -2.6, -0.4, -1.2, -4.1, -0.3, 1.6, i, 0.6
(7) Cc1ccc(S(=O)(=O)c2c(COC(=O)c3ccccc3Cl)c(-c3ccccc3)nn2C)cc1
    -17.8, -0.4, -9.6, -0.8, -3.3, 3.1, -0.1, 2.0, i, -4.1
(8) Cc1onc(-c2c(Cl)cccc2Cl)c1C(=O)c1c[nH]c(C(=O)NCCCN2CCOCC2)c1
    -3.3, -3.6, -4.3, -0.5, -1.2, -7.9, -0.3, -2.1, i, -1.8
(9) CCSc1ccc(-c2cccc([N+](=O)[O-])c2)nn1
    -3.8, -0.1, -7.4, -0.7, -28.9, 15.2, -1.8, 1.4, i, 1.7
(10) COc1ccc(O)c(-c2c(-c3ccc(Cl)cc3)n[nH]c2C)c1
    -7.4, 0.8, -2.0, -1.0, 5.8, 0.5, -3.0, 2.1, i, 1.8
(11) CC(C)(C)C(=O)Oc1ccc2cc(-c3ccc4ccccc4n3)c(=O)oc2c1
    -4.2, 0.6, -4.4, -0.5, -13.1, 1.2, 3.3, -1.0, i, 4.7
(12) COc1ccccc1NC(=O)CCN1C(=O)c2ccccc2C1=O
    0.3, -0.3, -12.3, -0.1, -3.5, 0.6, 2.6, -2.4, i, 2.1
(13) CC(C)N(C(=O)Cn1cc(S(=O)(=O)CC(=O)Nc2ccccc2)c2ccccc21)C(C)C
    1.0, 0.0, -2.4, -0.4, -0.5, 8.1, 1.0, 1.9, i, -2.9
(14) Cc1ccc(S(=O)(=O)Nc2ccc(N(C)C)cc2)cc1
    5.6, 2.6, 20.8, -1.2, -4.5, 3.0, 1.5, -0.6, i, -12.8
(15) CCOc1ccc2oc(C(=O)NCc3ccccc3CN3CCCC3)c(C)c2c1
    8.6, 1.1, -3.6, 0.1, -6.5, -5.7, -1.1, 2.7, i, -7.9
(16) CCCC12CN3CC(CCC)(CN(C1)C3c1ccco1)C2=O (stereo not given)
    -1.2, -0.8, 1.3, 0.2, 1.6, 20.2, 0.4, 1.2, i, 14.2
(17) CC(C)(C)SCCNC(=O)/C=C/c1ccccc1
    6.9, -0.6, -3.8, -0.5, 15.7, -8.8, -1.6, 3.0, i, 0.8
(18) CN1CCc2c(n(CC(O)CN3C(=O)c4ccccc4S3(=O)=O)c3ccccc23)C1=O (stereo not given)
    -2.4, 0.0, -7.3, -0.3, -1.0, 6.6, -2.4, 1.4, i, -4.7
(19) Cc1ccc(CN2CCC[C@]3(N[C@H](c4ccc(C)cc4)[C@@H]4C(=O)N(C)C(=O)[C@@H]43)C2=O)cc1
    -4.8, -2.5, /, -1.5, 0.2, 8.2, -0.7, -0.9, i, 0.3
(20) CCOc1cc(CN2CCc3c([nH]c4ccccc34)C2)ccc1OC
    0.5, 0.5, -2.2, -0.3, -3.9, 2.5, -2.5, 6.8, i, -6.7

Random excerpt: 3 records from the list, in no set order.
Screens in order – NadD inh, LMPTP inh, Scp1 inh, TbMetRS inhib, SUMO1-SIM PPI, PABP1 MLLE inh, STEP block, CSN deneddyl inh, Rpn11 block, DNMT1 inh
(4) O=C(c1nnc(Cc2ccc(Cl)cc2)o1)N1CCc2ccccc2C1
    3.2, -0.7, -2.8, -0.2, 1.0, 1.3, -1.1, 7.7, i, -5.7
(17) CC(C)(C)SCCNC(=O)/C=C/c1ccccc1
    6.9, -0.6, -3.8, -0.5, 15.7, -8.8, -1.6, 3.0, i, 0.8
(8) Cc1onc(-c2c(Cl)cccc2Cl)c1C(=O)c1c[nH]c(C(=O)NCCCN2CCOCC2)c1
    -3.3, -3.6, -4.3, -0.5, -1.2, -7.9, -0.3, -2.1, i, -1.8

Individual results from the results shown.
Result for entry 16 in CSN deneddyl inh: 1.2
Result for entry 18 in DNMT1 inh: -4.7
Result for entry 11 in Scp1 inh: -4.4
Result for entry 19 in NadD inh: -4.8

The list continues:
Screens in order – NadD inh, LMPTP inh, Scp1 inh, TbMetRS inhib, SUMO1-SIM PPI, PABP1 MLLE inh, STEP block, CSN deneddyl inh, Rpn11 block, DNMT1 inh
(21) O=C(NCC1CCCCC1)c1csc([C@@H]2C[C@H](O)[C@@H](CO)O2)n1
    -5.7, -2.9, /, 0.1, 1.6, 4.0, -2.3, -0.4, i, 5.0
(22) CCn1cc(C(=O)N[C@@H](C)C(=O)NCCO)c(=O)c2cc3c(cc21)OCO3
    -1.7, -1.0, -9.1, -0.2, 2.9, 1.4, 0.2, -0.5, i, 1.1
(23) CCCCOc1ccc(C(=O)NCC(=O)NCCOc2ccc(C)cc2)cc1
    2.2, -1.4, -7.6, 0.3, -4.2, -7.2, 1.4, -3.2, i, 10.7
(24) COc1ccc(Cl)cc1NC(=O)c1cnc2n(c1=O)CCS2
    -0.4, 0.8, -6.6, 0.4, -8.3, 14.4, -1.1, -4.4, i, -1.0
(25) OC(CNCc1cccc(Br)c1)c1ccccc1 (stereo not given)
    -6.7, 1.1, -5.4, -0.4, -6.1, -1.3, 0.4, -5.7, i, 1.7
(26) COC(CNC(=O)c1ccc2nc(-c3cccs3)c(-c3cccs3)nc2c1)OC
    -11.4, 1.2, -36.9, 0.5, -21.7, 4.6, 0.0, -2.0, i, -9.7
(27) CC(C)C(NS(=O)(=O)c1cc(C(=O)O)ccc1Cl)C(=O)O (stereo not given)
    -1.2, -0.7, -14.1, 0.4, 4.4, -6.9, 10.8, -5.0, i, 0.2
(28) Cc1ccc(/C=C/C(=O)NCCc2cccc(Cl)c2)o1
    -2.5, 0.4, -7.3, 0.0, 10.9, 13.3, 1.6, 1.2, i, -12.8
(29) CC1CCCN(S(=O)(=O)c2ccc(Cl)s2)C1 (stereo not given)
    2.2, 1.2, 1.4, -1.2, 11.0, -9.1, 1.8, 0.1, i, 0.4
(30) Cc1ccccc1NS(=O)(=O)c1ccc2[nH]cc(C(=O)NCCCN3CCOCC3)c(=O)c2c1
    -0.4, -3.4, 1.0, -0.3, 1.5, -8.3, -1.6, -1.2, i, 0.9
(31) COc1ccc(NC2=C(C(C)=O)C(c3ccc(N(C)C)cc3)C(C(C)=O)C(C)(O)C2)cc1 (stereo not given)
    -1.0, 0.8, -11.8, 0.1, -0.4, -12.3, 3.1, 2.1, i, -2.5
(32) COc1ccc(/C=N/NC(=O)CNc2c(Br)cc(C)cc2Br)c(C(=O)O)c1OC
    4.9, -0.2, 12.3, -0.1, -1.2, 6.0, -1.0, -0.3, i, 0.4
(33) O=C(Nc1c(Cl)ccc2nsnc12)c1ccco1
    1.6, -0.9, 2.1, -0.8, -20.7, 7.2, -2.2, 3.8, i, -2.1
(34) Cc1ccc(S(=O)(=O)N2CCCCC2)cc1NC(=O)CSc1nc(N)cc(=O)[nH]1
    -3.0, -0.4, -10.7, -0.3, 5.6, 9.1, 1.1, 3.0, i, -1.9
(35) O=C1CCCC2=C1Sc1ccc(Cl)cc1N2
    5.2, 0.8, 0.6, 0.0, -36.7, 6.7, 3.1, 76.3, i, 3.9
(36) CCOC(=O)N1CCN(Cc2c(NC(=O)c3ccco3)sc(C)c2C)CC1
    -3.9, 0.0, -6.9, 0.2, 3.1, 7.1, -3.7, -1.1, i, -0.2
(37) O=C(NCc1ccncc1)Nc1ccc(F)cc1
    -2.1, 1.6, 5.7, -0.2, 0.9, 11.9, 13.9, 0.0, i, 3.7
(38) Nc1nc(CN2CCN(C(=O)c3ccco3)CC2)nc(Nc2cccc(Cl)c2)n1
    -1.3, -0.9, -5.2, 0.8, 5.8, 15.3, -2.6, -7.2, i, -0.2
(39) CC(OC(=O)CCCOc1ccccc1)C(=O)Nc1ccc(Cl)cn1 (stereo not given)
    -5.7, 0.1, -7.8, -0.5, 4.6, 5.5, -1.6, -1.9, i, 3.0

Screens from PubChem BioAssay.
